proCasp3 act – activates human procaspase-3; hit rate 0.11% among 330,000; P42574; activation, % at 8.5 µM; recombinant procaspase-3 D3A, Ac-DEVD-pNA absorbance 405 nm; AID 463141;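 active = activation above the mean of all tested compounds plus 3 SD, cut at about 21% in these data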;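 note: 0% = DMSO alone and 100% = DMSO wells spiked with extra 5 µM PC-3 D3A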
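Evaluation: percent activation relative to control range; Material: Procaspase-3 D3A mutant, all three cleavage aspartates alanine; Compound: single dose, 8.5 µM nominal compound, 0.8% DMSO; Replication: one well per compound; Signal: absorbance at 405 nm, 0 and 120 min; Schedule: 1 h preincubation plus 2 h reaction at 25 °C.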
LAP4 TOR yeast – alters LAP4-GFP fluorescence in TOR pathway yeast screen; S. cerevisiae LAP4-GFP multiplex, flow cytometry GFP, 3 h; median GFP as percent of DMSO wells; GFP response vs DMSO, % at 10 µM; AID 2023; hit rate 0.34% among 320,000;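 active = GFP response vs DMSO above a set limit, about the screen mean plus 3 SD, cut at about 150% in these data; inconclusive = under 70 cell events counted for the yeast strain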
EBNA-1 inh – blocks EBNA-1 binding to DNA; hit rate 0.34% among 300,000; inhibition, % at 14.8 µM; EBNA-1 DNA binding, fluorescence polarization; AID 1950; in the data active = inhibition above about 28%
proCasp7 act – counter-screen for procaspase-3 activators: activators of human procaspase-7. P55210. hit rate 0.093% among 330,000. recombinant procaspase-7, Ac-DEVD-pNA absorbance 405 nm; D23A/D198A/D206A triple mutant, cannot self-cleave; scale: DMSO 0, 5 µM enzyme 100. activation, % at 8.5 µM. AID 463210;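 active = percent activation above the screen-wide mean plus 3 SD, cut at about 25% in these data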
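Material: Procaspase-7 triple mutant (PC-7 D3A) | Quantity: 2 µM procaspase-7 mutant as dispensed | Reagent: DEVD-pNA substrate | Times: 1 h preincubation, 2 h reaction | Technique: 405 nm absorbance of p-nitroaniline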
AHR activator – human AHR activation; P35869; AHR-responsive luciferase reporter cells, luminescence; activation, % at 5 µM; hit rate 2.5% among 320,000; AID 2796; in the data active = activation above about 47%;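 note: 0% = vehicle wells and 100% = reference agonist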
RPL19A TOR yeast – yeast TOR pathway RPL19A-GFP modulation; S. cerevisiae RPL19A-GFP strain, flow cytometry, 3 h; stronger effect = lower value; percent response vs DMSO, % at 10 µM; AID 2025; hit rate 0.3% among 330,000;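 active = percent response vs DMSO below 50%; inconclusive = fewer than 70 events counted for the yeast strain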;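 note: median channel GFP fluorescence of the barcoded RPL19A-GFP strain; ratio of sample median GFP to plate DMSO average so 100% = DMSO; lower means less RPL19A-GFP as with rapamycin TOR inhibition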
MEP2 TOR yeast – alters MEP2-GFP fluorescence in TOR pathway yeast screen; GFP response vs DMSO, % at 10 µM; hit rate 0.51% among 330,000; S. cerevisiae MEP2-GFP strain, flow cytometry GFP, 3 h; 100% = DMSO control level;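 active = GFP response versus DMSO above a set limit, roughly screen mean plus 3 SD, cut at about 180% in these data; inconclusive = fewer than 70 cells counted for a yeast strain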;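 note: median GFP fluorescence of the barcode-gated MEP2-GFP cells per well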
ZTA DNA inh – counter-screen for EBNA-1 inhibitors: inhibitors of Epstein-Barr virus ZTA; P03206; ZTA-DNA binding, fluorescence polarization; inhibition, % at 11 µM; hit rate 0.15% among 320,000; AID 2234; in the data active = inhibition above about 33%
* marks the source's active call; other numbers are inactive results; ? = inconclusive; . = not tested or not shown.

Every second line gives: MEP2 TOR yeast, AHR activator, proCasp7 act, RPL19A TOR yeast, EBNA-1 inh, ZTA DNA inh, LAP4 TOR yeast, proCasp3 act
CS(=O)(=O)c1ccc2c(c1)sc1nc(=O)c(/C=C3/C=CC(=O)C(O)=C3)c(N)n12
  100, 6, 5, 99, 10, 0, 101, -8
COc1ccc(NC(=O)C2CCN(C(=O)[C@@H]3Cc4ccccc4CN3)CC2)cc1
  113, 2, -2, 102, -20, -15, 97, 7
COCCNC(=O)CCC1CCN(Cc2cccc(-c3ccc(C)o3)c2)CC1
  110, 9, -11, 95, -6, 1, 96, 17
Cc1cc(C)n2nc(C(=O)Nc3cccnc3)nc2n1
  96, 31, -6, 95, -1, 1, 99, -3
O=C(CNC(=O)c1cccc(Br)c1)N/N=C/c1cccnc1
  99, 4, 2, 97, 1, 5, 93, 6
Cc1ccc(OCCNC(=O)Cn2cnc3c(=O)n(C)c(=O)n(C)c32)cc1C
  105, 1, -13, 100, -1, 7, 97, -10
O=C1C=C(NCc2ccc(Cl)cc2Cl)C2(CCCCC2)O1
  99, 0, 2, 97, 0, 3, 96, 2
CCOC(=O)c1c(-c2ccccc2)csc1NC(=S)NC(=O)c1ccccc1
  102, 13, 5, 96, -7, -10, 100, 1
Cc1ccccc1NC(=S)N1CCCC(c2nc3ccccc3[nH]2)C1 (stereo not given)
  85, 2, 2, 91, -7, -3, 89, 5
CN1C(=O)C(O)(CC(=O)c2ccncc2)c2ccccc21 (stereo not given)
  105, 4, 4, 103, 15, 9, 105, 12
Cc1cc(C)c2oc(=O)cc(CN3CCOCC3)c2c1
  ?, 0, 0, 90, -1, -3, ?, 5
O=C1CCCN1CCCNc1ccc(S(=O)(=O)N2CCCCC2)cn1
  108, -1, 0, 102, 12, -19, 102, -1
CCOc1ccc2[nH]c(=O)c(CN(CCc3ccccc3)C(=O)N3CCCC3)cc2c1
  102, 4, -2, 100, 1, -1, 101, 10
CCOc1ccccc1N(CC(=O)NC1CCCCC1)C(=O)CCC(=O)Nc1cc(C)ccn1
  100, 3, 2, 100, 0, -2, 100, 2
O=C(CSc1nnnn1-c1ccc(O)cc1)NC1CCCCC1
  104, 5, 2, 103, -11, -4, 101, 1
O=C(c1ccc2snnc2c1)N1CCCC1
  95, 3, -3, 89, -3, 7, 90, -5
CCCn1c(=O)[nH]c(=O)c2c1nc(-c1ccc(OC(F)F)cc1)n2CCN1CCOCC1
  100, 3, -6, 95, -2, -2, 99, 2
Oc1cc2c(cc1CN1CCc3ccccc3C1)OCO2
  99, 6, -13, 101, 1, 6, 95, -10
COc1ccc(C2=C(C)C(N3CCN(C(=O)c4ccco4)CC3)=NS2(=O)=O)cc1
  98, -2, 5, 100, 3, 17, 106, 3
O=C(c1ccc([N+](=O)[O-])cc1[N+](=O)[O-])n1cnc2ccccc21
  90, 59*, 0, 97, -4, -4, 150, 8
c1cc(CNC23CC4CC(CC(C4)C2)C3)ccn1
  102, -1, 5, 97, 9, -2, 106, -2
Cn1c(C(=O)N2CCCCCC2)cc2c(=O)n(C)c3ccccc3c21
  119, 27, 4, 99, 3, -6, 111, -1
CCOc1ccc(NC(=O)CCNS(=O)(=O)c2cccs2)cc1
  90, 1, 6, 90, 9, 9, 91, -3
CC(=O)NS(=O)(=O)c1ccc(N=c2ssc3c2-c2cc(C)ccc2NC3(C)C)cc1
  126, 1, 4, 106, 13, 2, 117, -1
NC(=O)c1ccc(-c2nnn(CC(=O)N(C3CCCC3)C3CCS(=O)(=O)C3)n2)cc1 (stereo not given)
  96, -2, 6, 100, ., -9, 90, 3
O=C1Nc2ccccc2C(=O)N2[C@H](c3ccccc3)[C@@H]3C(=O)N(Cc4ccccc4)C(=O)[C@@H]3[C@H]12
  100, 1, 10, 99, 10, 6, 125, -3
O=C(Nc1ccc(C(=O)c2ccccc2)cc1)c1ccccc1
  111, 1, 1, 105, 3, 0, 110, -9
COCCn1c(SCc2cccnc2)nnc1-c1c[nH]c2ccccc12
  100, 5, -5, 100, 0, -1, 105, 6
CC(=O)n1cc([C@H]2C=C(C(=O)Nc3ccccc3)O[C@@H](OCCCCO)C2)c2ccccc21
  97, 36, 4, 95, 3, 10, 128, 1
CC(=O)Nc1ccc(S(=O)(=O)N2CCN(S(=O)(=O)c3ccccc3)CC2)cc1
  97, 1, 15, 98, 9, -13, 94, 1
Cc1ccc(NC(=O)COc2ncnc3ccccc23)cc1S(=O)(=O)N1CCOCC1
  103, -6, 9, 105, -12, -16, 100, -6
COc1cccc(/C=N/NC(=O)CSCC(=O)Nc2ccccc2)c1O
  108, 11, -4, 110, -1, -13, 116, -5
CC1CCC2(CC1)NC(=O)N(NC(=O)c1cccs1)C2=O (stereo not given)
  95, 0, 9, 94, ., -2, 97, 6
O=P(O)(c1ccc(Cl)cc1)c1ccc(Cl)cc1
  112, 2, 5, 102, 4, 12, 102, -2
O=C(Nc1ccc(F)cc1)Nc1cccnc1Cl
  109, 40, 2, 103, -5, 2, 103, 1
COc1cccc(CC(=O)NC2CCSc3ccccc32)c1 (stereo not given)
  103, 0, 1, 103, -5, -13, 95, 8
O=C1CN2C(=Nc3ccc(Br)cc3C2c2ccccc2)CCN1 (stereo not given)
  97, 0, 5, 88, 3, -8, 87, 2
COc1ccc(/C=C/c2ccc3cccc(O)c3n2)cc1Br
  108, 0, 4, 101, 6, 14, 93, -6
COc1cccc(-c2cc(N3C(=O)Nc4ccccc4N3O)n[nH]2)c1
  95, 3, 2, 97, 0, 0, 89, 4
CCn1c(O)c(/C=C2\C=NN=C2c2ccc(C)cc2)sc1=S
  101, -1, 12, 101, -14, -2, 104, 7

Limited to MEP2 TOR yeast, proCasp3 act and LAP4 TOR yeast, for some of the entries so far:
SMILES | MEP2 TOR yeast | proCasp3 act | LAP4 TOR yeast
O=C(Nc1ccc(F)cc1)Nc1cccnc1Cl | 109 | 1 | 103
COc1cccc(/C=N/NC(=O)CSCC(=O)Nc2ccccc2)c1O | 108 | -5 | 116
CC1CCC2(CC1)NC(=O)N(NC(=O)c1cccs1)C2=O (stereo not given) | 95 | 6 | 97
COc1ccc(/C=C/c2ccc3cccc(O)c3n2)cc1Br | 108 | -6 | 93

(next part)
Every second line gives: MEP2 TOR yeast, AHR activator, proCasp7 act, RPL19A TOR yeast, EBNA-1 inh, ZTA DNA inh, LAP4 TOR yeast, proCasp3 act
CCCc1cc(=O)oc2c3c(cc(OCC(=O)NCC4CCC(C(=O)O)CC4)c12)OC(C)(C)CC3 (stereo not given)
  112, 2, -5, 100, 2, 16, 103, 10
COc1ccc(S(=O)(=O)NCC2CCCN(C(=O)C=C(C)C)C2)cc1 (stereo not given)
  66, -1, 4, 106, -3, 0, 106, 2
O=C(Nc1cc(C(F)(F)F)ccc1N1CCCCC1)c1ccc(Br)o1
  101, 17, 0, 100, 9, 8, 103, -3
CC(Sc1nnc(-c2ccccc2)c(-c2ccccc2)n1)C(=O)N1CCc2ccccc21 (stereo not given)
  95, 4, 5, 105, 5, 16, 94, -8
O=S(=O)(N/N=C1/CCCc2ccccc21)c1ccc(Br)cc1
  94, 1, -1, 94, -8, -21, 94, -5
CCOC(=O)c1cccc(NC(=O)c2ccccc2C)c1
  91, 7, -6, 101, 2, -4, 93, 2
Oc1ccc(-c2onc(C(F)(F)F)c2-c2cscn2)c(O)c1
  101, 0, 0, 95, 5, 13, 102, -1
Cc1ccc(-c2nn(-c3ccccc3)cc2C(=O)NCCCN2CCCC2=O)cc1
  99, 1, 7, 102, 5, -5, 115, -5
O=C(CCC1CCCN(C(=O)C2CCCC2)C1)NCc1ccc(F)c(F)c1 (stereo not given)
  102, 1, -1, 98, 14, 20, 96, -10
COC(=O)c1cc(S(=O)(=O)NCc2ccc3c(c2)OCO3)cn1C
  102, 3, 7, 100, 8, 8, 109, 7
Clc1ccc2c(c1)c1cc(Cl)ccc1n2CN1CCOCC1
  107, 0, 7, 89, 4, -7, 96, 6
COc1ccc2c(c1OC)C(=O)N1c3ccccc3COC21 (stereo not given)
  101, -2, -4, 97, 0, -7, 98, 10
COc1cc(S(=O)(=O)N(Cc2ccc(C)cc2)Cc2ccco2)ccc1-n1cnnn1
  98, 0, -7, 95, -4, 6, 101, -1
CC(C)c1ccc(C(N)=S)cc1
  97, 5, 0, 102, -13, 9, 90, -13
COc1c(Br)cc2c(C)c(C(=O)O)oc2c1Br
  103, 4, -10, 103, 10, 4, 93, -13
COc1ccccc1CNC(=O)C1CCN(S(=O)(=O)c2cccc([N+](=O)[O-])c2)CC1
  100, 0, -1, 104, -2, 13, 98, -3
CCNC(=O)C(CC(C)C)NC(=O)C(CO)NC(=O)C1CCC(=O)N1 (stereo not given)
  100, 4, 2, 98, -10, 6, 109, 3
COc1ccc([N+](=O)[O-])cc1NC1CCN(C(=O)c2cccs2)CC1
  87, 2, 5, 97, 14, 2, 94, -9
CCOC(=O)N1CCC(NC(=O)C2CCN(C(=O)c3cc4oc(C)cc4n3Cc3c(F)cccc3Cl)CC2)CC1
  103, 1, -5, 104, 0, -4, 92, 12
O=S(=O)(NCc1cn2ccccc2n1)c1ccccc1F
  94, 3, 2, 95, 1, 5, 109, 3
O=C(Nc1nccs1)c1ccc(S(=O)(=O)NCC2CCCCC2)cc1
  95, -4, 0, 95, -10, -5, 91, -7
C=C1c2ccc(C)cc2NC(=O)N1c1ccccc1
  102, 46, -6, 92, 0, 3, 108, -4
CSc1ccc(NC(=O)Nc2ccccc2C(N)=O)cc1
  105, 2, 10, 108, 5, 10, 98, -1
Cc1ccc(-c2nn(-c3ccccc3)cc2/C=N/n2c(-c3ccncc3)n[nH]c2=S)cc1
  92, 0, 12, 102, 6, 10, 111, -3
CCN(C(=O)c1cc(S(=O)(=O)N2CCOCC2)cn1C)c1cccc(C)c1
  100, 41, -1, 97, 0, -9, 103, 6
CC1CCCN(Cc2cccc(Oc3ccccc3)c2)C1 (stereo not given)
  103, -1, 8, 104, -1, 1, 103, 8
CC(NC(=O)COC(=O)c1ccc2c(=O)n3c(nc2c1)CCCCC3)c1ccccc1 (stereo not given)
  104, -1, 5, 101, ., 14, 98, 8
Cc1ccc2cc(CCNC(=O)c3cc4ccccc4o3)c(=O)[nH]c2c1C
  97, 7, 16, 95, 9, 7, 96, 6
Cc1c(C(=O)O)sc2ncnc(N3CCCCC3C)c12 (stereo not given)
  99, 0, 5, 96, -4, 1, 94, 0
Cc1ccc(NC(=O)CSc2nnc(-c3ccccc3Br)o2)cc1C
  101, 13, 6, 100, -11, 0, 107, -6
COc1ccccc1NC(=O)NC1CC(=O)N(c2ccc3c(c2)OCCO3)C1 (stereo not given)
  106, -5, 6, 94, -7, -9, 101, 0
COC(=O)CSc1nnc(CNC(=O)c2cccs2)n1-c1cc(OC)ccc1OC
  110, 2, 16, 101, 8, 2, 107, 2
CCCn1c(SCC(=O)N(C)CC(=O)Nc2ccc(C)cc2)n[nH]c1=O
  102, 2, 7, 100, ., -2, 114, 0
CCC(NC(=O)CCc1ccccc1)c1ccccc1 (stereo not given)
  98, -3, -3, 100, 6, -20, 95, 0
O=C1c2ccccc2C(=O)N1CCc1ccccc1
  95, 60*, 3, 98, 3, 0, 117, -7
COc1ccc(Oc2ncccc2NC(=O)c2cccc(C)c2C)cc1
  99, 1, 5, 99, -8, -7, 110, -4
CC(C(=O)OCC(=O)c1cccc([N+](=O)[O-])c1)N1C(=O)C2C3CCC(C3)C2C1=O (stereo not given)
  103, 0, 1, 104, 5, 5, 91, -5
CCn1c2ccccc2c2cc(NC(=O)CCCN3C(=O)CCC3=O)ccc21
  87, 67*, 1, 87, -9, -2, 82, 0

Individual results from above.
In AHR activator, `Cc1ccc(OCCNC(=O)Cn2cnc3c(=O)n(C)c(=O)n(C)c32)cc1C` has the entry 1
In ZTA DNA inh, `CC(C(=O)OCC(=O)c1cccc([N+](=O)[O-])c1)N1C(=O)C2C3CCC(C3)C2C1=O` (stereo not given) has the entry 5
